Screens from PubChem.
GlmU inhibition = inhibition of mycobacterial GlmU enzyme – biochemical, glucosamine-1-phosphate acetyltransferase (AID 1376) | one-dose inhibition, %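 (tested at 30 µM in the primary screen)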; IC50 in µM for titrated hits | 220,000 compounds, 0.25% hits | M. tuberculosis GlmU acetyltransferase enzyme assay; higher % means a stronger effect; in the data active = inhibition above about 13%; inconclusive = no clear call, values can overlap the other calls;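 note: 0% = complete reaction with vehicle and 100% = reaction without substrate; strong numbers were not always called active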
Mtb RmlCD inh = M. tuberculosis RmlC/RmlD inhibition; P9WH09+P9WH11; RmlC+RmlD coupled enzyme assay, percent inhibition; primary screen in compound mixtures; inhibition, % at 3.6 µM; 160,000 compounds, 0.03% hits; in the data active = inhibition mostly above about 34%, no sharp cut-off; inconclusive = no clear call, values can overlap the other calls; inactive = mostly below about 22%; note: some results filed as inactive read as strong as hits
Target sequence (P9WH09 whole entry, looked up): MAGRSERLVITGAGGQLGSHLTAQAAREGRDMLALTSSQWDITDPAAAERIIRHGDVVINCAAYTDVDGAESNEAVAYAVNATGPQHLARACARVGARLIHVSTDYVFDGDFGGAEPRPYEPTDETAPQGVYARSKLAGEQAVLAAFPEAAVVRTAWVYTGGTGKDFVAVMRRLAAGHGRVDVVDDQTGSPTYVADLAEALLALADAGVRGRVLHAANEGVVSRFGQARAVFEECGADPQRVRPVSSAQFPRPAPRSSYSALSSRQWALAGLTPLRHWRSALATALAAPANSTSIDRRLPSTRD
Target sequence (P9WH11 whole entry, looked up): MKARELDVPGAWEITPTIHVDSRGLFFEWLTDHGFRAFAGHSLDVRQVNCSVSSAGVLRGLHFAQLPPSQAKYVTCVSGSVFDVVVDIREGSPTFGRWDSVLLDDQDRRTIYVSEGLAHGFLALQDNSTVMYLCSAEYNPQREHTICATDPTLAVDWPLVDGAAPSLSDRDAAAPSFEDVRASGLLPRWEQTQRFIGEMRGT
Numbers without * were called inactive; ? = inconclusive; nt = no result given. These rows are one share of the data, so the mix of outcomes need not match the whole.

smiles | GlmU inhibition | Mtb RmlCD inh
Cc1ccc(NC2=C(Cl)C(=O)OC2OC(=O)c2ccccc2)c(C)c1 (configuration not stated) | 3.7% | 19
Cc1ccc(OCC(O)CN2CCN(CC(O)COc3ccc(C)cc3)CC2)cc1 (configuration not stated) | -3.8% | 6
Cc1cc(C)c2c(N=NN3CCCCC3)[nH]nc2n1 | -4.5% | 7
Cc1nc(SCC(=O)N2CCCc3ccccc32)c2oc3ccccc3c2n1 | -4.3% | -8
COc1ccc(CCNC(=O)C(=O)NCc2ccc(C(C)C)cc2)cc1OC | 4.9% | -11
O=C1/C(=C\c2cc3c(cc2Br)OCO3)N2CCC1CC2 | -0.2% | 4
COc1ccccc1NC(=O)N1CCN(c2cccc(C(F)(F)F)c2)CC1 | 6.5% | -9
COC(=O)CCC(=O)OC1(C)C(=O)C=C2C=C(C3CC3)N(c3ccccc3)C=C2C1=O (configuration not stated) | -4.7% | nt
CC(c1ccccc1)c1nnc(N)s1 (configuration not stated) | -1.2% | 14
CCOC(=O)c1c(C)[nH]c(C(=O)COC(=O)COc2ccccc2C)c1C | 1.9% | nt
COc1ccc(/C=C/C(=O)Oc2cc(C)[nH]c(=O)c2[N+](=O)[O-])cc1OC | -0.4% | -11
CC(=O)N(CCN(C(C)=O)c1ccccc1)c1ccccc1 | 1.3% | -5
COCCn1c(COc2cccc(OC)c2)nnc1SCC(=O)N1CCOCC1 | -0.5% | nt
COCn1c(COc2ccc3ccccc3c2)nc2ccccc21 | 4.9% | nt
c1csc(-c2nc(-c3ccc(-c4ccon4)s3)no2)c1 | 4.0% | 43
COc1cccc(C(=O)Nc2cccc(SC)c2)c1 | 7.2% | nt
CCCCc1c(C)[nH]c(C(=O)OCC)c1C | 1.4% | 5
N#Cc1cc(C(=O)c2ccccc2OCC(=O)Nc2ccccc2)cn(C2CCCCC2)c1=O | -0.5% | 0
O=C(Cn1cnc2c(cnn2-c2ccccc2)c1=O)NCCc1ccccc1 | -4.8% | nt
O=C(Nc1ccccn1)c1ccc2ccccc2n1 | -0.7% | nt
CS(=O)(=O)N(CC(=O)Nc1cc(Cl)ccc1Cl)c1ccccc1Cl | 8.1% | 7
CSc1nc(C)c2c(n1)N(c1cccc(C)c1)CC2 | 6.9% | -3
C=CCn1c(CC(=O)OC)csc1=Nc1ccc(C(C)=O)cc1 | 6.5% | nt
NCC(=O)NCC(=O)OCc1ccccc1 | -6.4% | 10
C=CCOc1ccc(Cl)cc1C(=O)O | -0.5% | nt
COCCCN1C(=O)C(=O)/C(=C(/O)c2ccc(OC(C)C)cc2)C1c1cccnc1 (configuration not stated) | -1.0% | 8
CCCCNC(=O)C1CC(c2c(Cl)cccc2Cl)=NO1 (configuration not stated) | -0.1% | ?
Cc1ccc(NC(=O)Cn2nc(C(F)(F)F)c3c2CCC3)cc1 | -2.5% | 11
CSc1nc2nc3c(cn2n1)C(=O)CC(c1ccccc1)C3 (configuration not stated) | 2.7% | -12
CCOC(=O)N1CCC(NC(=O)c2cc3c(=O)[nH]c4ccccc4c3n2C)CC1 | -2.5% | 4
COc1ccc(/C=C/C(=O)Oc2cccc(/C=N/NC(=O)Cc3ccc(Br)cc3)c2)cc1 | -0.7% | nt
CCN(CC)C(=O)C(=O)c1cn(CC(=O)NCc2ccc3c(c2)OCO3)c2ccccc12 | -0.1% | -1
COc1ccc(CN(CC2CCCO2)S(=O)(=O)c2ccc(-n3cnnn3)c(OC)c2)cc1 (configuration not stated) | -4.5% | 11
CCn1ncc(/C=N/N=C2\CCC3C4CCc5cc(O)ccc5C4CCC23C)c1C (configuration not stated) | -3.9% | -3
C=CCCCCCCCCC(=O)Nc1ncccn1 | 0.9% | 79
CS(=O)(=O)N1CCCC(C(=O)N2CCOCC2)C1 (configuration not stated) | 2.1% | 32
CCc1nnc(NC(=O)CSc2ccc(-c3ccc(C)cc3)nn2)s1 | 0.7% | -8
Cc1ccc(CC2CC(=O)N(CCc3ccc4c(c3)OCO4)C2=O)cc1 (configuration not stated) | 0.6% | nt
O=C(Nc1nc2ccccc2[nH]1)c1ccccc1[N+](=O)[O-] | -6.5% | -6
COC1(OC)C(/C=C/c2ccc(Cl)cc2)C(C#N)(C#N)C1(OC)OC (configuration not stated) | -0.8% | nt

An excerpt of these results, field by field:
Cc1ccc(CC2CC(=O)N(CCc3ccc4c(c3)OCO4)C2=O)cc1 (configuration not stated)
  GlmU inhibition = 0.6%	Mtb RmlCD inh = nt

O=C(Nc1nc2ccccc2[nH]1)c1ccccc1[N+](=O)[O-]
  GlmU inhibition = -6.5%	Mtb RmlCD inh = -6

The listing continues:
smiles | GlmU inhibition | Mtb RmlCD inh
O=C(CN1CCN(C(=O)c2cccs2)CC1)NC1CCCCC1 | 9.9% | -15
CC(C(=O)N1CCOCCOCCOCC1)N1C(=O)c2ccccc2C1=O (configuration not stated) | -2.9% | -14
O=C(O)c1ccc(NS(=O)(=O)c2ccc3nnn(O)c3c2)cc1 | -6.8% | 11
CN(CC(=O)NCC1CCCO1)S(=O)(=O)c1cc(Cl)ccc1Cl (configuration not stated) | -1.1% | 2
O=C(NCC1CCCO1)c1cc([N+](=O)[O-])ccc1Cl (configuration not stated) | -5.2% | 2
CCc1cc(C(=O)N2CCCC(CNS(=O)(=O)c3cccs3)C2)n(C)n1 (configuration not stated) | -1.0% | nt
O=C(NCc1ccco1)c1ccc2c(=O)n(CC3CCCO3)c(=S)[nH]c2c1 (configuration not stated) | -4.2% | nt
Cc1nc2ccccc2c(=O)n1NC(=O)Nc1ccccc1 | 4.4% | nt
Cn1nc(-c2ccccc2)c(-c2nc(-c3ccc(Cl)cc3)no2)c1Cl | -4.1% | 5
COc1ccc(C(=O)CN2C3=NCCCN3c3ccccc32)cc1OC | 3.4% | nt

Quoted from the listing.
GlmU inhibition with `O=C(CN1CCN(C(=O)c2cccs2)CC1)NC1CCCCC1` reads 9.9%
GlmU inhibition with `COc1ccc(C(=O)CN2C3=NCCCN3c3ccccc32)cc1OC` reads 3.4%

Later entries:
smiles | GlmU inhibition | Mtb RmlCD inh
Cc1ccc(N(CC(=O)N2CCN(c3ccc(F)cc3)CC2)S(=O)(=O)c2c(C)nn(C)c2C)cc1 | 1.1% | 4
Cc1ccc2oc(=O)n(CCCOc3ccccc3)c2c1 | -4.9% | nt
COc1ccc(C2(c3cccc(O)c3OC)CCN(C(C)=O)CC2)cc1O | 4.7% | nt
Cc1ccc(NC(=S)NCc2ccc3c(c2)OCO3)cc1C | 0.5% | 5
CCOC(=O)Cn1cc(C(=O)OC)c2ccccc21 | 3.7% | -2
O=C(NC(c1ccccc1)c1ccccc1)c1ccc(=O)[nH]n1 | 5.7% | -3
O=c1c2ccccc2nc2n1CCCCC2 | -7.7% | nt
O=C(OCCN=C1NS(=O)(=O)c2ccccc21)c1ccco1 | -1.9% | -11
CCCCN(CCCC)CC(O)CN(c1cc([N+](=O)[O-])ccc1OC)S(=O)(=O)c1ccccc1 (configuration not stated) | -3.4% | 0
CCCCOc1ccc(CSc2ncn[nH]2)cc1 | 2.0% | -4
COc1ccc(C(=O)COC(=O)CNC(=O)c2cc(OC)cc(OC)c2)cc1 | -1.5% | -5
CC1CCCC/C1=N/Nc1ccc([N+](=O)[O-])cc1[N+](=O)[O-] (configuration not stated) | 0.5% | 7
O=C(Cc1cccs1)N/N=C/c1ccccc1 | 3.8% | 1
COc1ccc(/C=C/C(=O)NCC(=O)n2nc(C)cc2C)cc1 | 4.1% | -16
CC1CCN(S(=O)(=O)c2ccc(NC(=O)CSc3ncccc3C(=O)O)cc2)CC1 | 3.4% | 5
CCOC(=O)Cc1csc(NC(=O)c2sc3nc4ccc(CC)cc4cc3c2N)n1 | 2.0% | nt
CC(C)(C)OC(=O)COc1cc(OCC(=O)OC(C)(C)C)c2c(=O)cc(-c3ccccc3)oc2c1 | 2.7% | nt
CCN(CC)S(=O)(=O)c1ccc(OC)c(NC(=O)Cn2cnc3c2c(=O)n(C)c(=O)n3C)c1 | -3.8% | -1
CCCSc1ccc(C(=O)Nc2ccc(Cl)cc2)cn1 | -2.0% | 4
Cc1ccc2c(c1)nnn2C1CCN(S(C)(=O)=O)CC1 | -1.1% | 8

(more compounds)
Values run as follows: GlmU inhibition	Mtb RmlCD inh
CCN(CC)CCNc1nc(-c2ccccc2)nnc1C(F)(F)F
    0.6%	-8
N#Cc1c(N)n(-c2cccc(O)c2)c2nc3ccccc3nc12
    -5.0%	nt
CCOc1ccc2nc(NC(=O)Nc3ccccc3)sc2c1
    3.0%	4
COC(=O)c1cc(OC)c(OC)cc1NC(=O)c1ccc(Br)o1
    0.2%	nt
CCOc1ccc(N(CC(=O)Nc2cc(C)ccc2C)S(=O)(=O)c2c(C)[nH]c(=O)[nH]c2=O)cc1
    -3.1%	-1
COC(=O)C(C)Oc1ccc2c3c(c(=O)oc2c1)CCCCC3 (configuration not stated)
    -2.8%	-8
CC(C)CCOC(=O)C[N+](C)(C)CCOC1CC2CCC1(C)C2(C)C (configuration not stated)
    -2.4%	-8
Cc1cc(/C=N/Nc2ccc([N+](=O)[O-])cn2)c(C)n1-c1cccc(C(=O)O)c1
    9.1%	-16
O=C(NCCc1ccccc1)c1c(F)cccc1F
    0.9%	4
O=S(=O)(NCC1CCN(S(=O)(=O)c2ccccc2)CC1)c1ccccc1
    4.5%	nt
c1ccc(-c2cccs2)nc1
    -6.0%	nt
CCCc1[nH]nc2c1C(c1ccc(Br)s1)C(C#N)=C(N)O2 (configuration not stated)
    -3.2%	nt
O=C(CSc1nnnn1-c1ccccc1)NCc1ccco1
    0.3%	nt
S=C(NCCc1ccncc1)Nc1ccccc1
    1.7%	8
OCCC1CN(Cc2cccn2-c2ncccn2)CCN1CCc1ccccc1 (configuration not stated)
    -1.2%	7
CCOC(=O)Nc1ccc(S(=O)(=O)N2CCOCC2)cc1
    -0.1%	-6
CC1CC2=C(NC(=S)NC2c2ccc(F)cc2)/C(=C/c2ccc(F)cc2)C1 (configuration not stated)
    3.5%	7
C/C=C(\C)C(=O)NCCN1C2=NC[C@@H](C)N2C[C@@H]1Cc1ccc(OC)cc1
    2.9%	nt
Clc1cccc(Cl)c1Cn1nnc(N2CCCC2)n1
    -0.8%	6
COc1ccccc1NC(=O)NCc1ccco1
    6.3%	2
CC[n+]1c(/C=C(\C)OC)sc2ccccc21
    -2.2%	0
Cc1ccc(CNC(=O)COC(=O)C2CCN(S(=O)(=O)c3cccs3)CC2)cc1
    -0.1%	nt
CC1=C(C(=O)Nc2ccc(C)cc2)C(c2ccco2)NC(=O)N1 (configuration not stated)
    -7.2%	nt
O=C(Cc1ccccc1[N+](=O)[O-])NCc1ccc2c(c1)OCO2
    14%*	9
CCOC(=O)c1c(NC(=O)CCC(=O)N2CCOCC2)sc2c1CC(C)(C)OC2
    -1.2%	-15
COC(=O)C(NC(=O)C(NC(=O)c1ccccc1)C(C)C)C(C)C (configuration not stated)
    -1.3%	-10
COc1ccc(NC(=O)NCc2ccco2)c(OC)c1
    4.1%	nt
COc1ccc(-c2cnn3c(N)c(S(=O)(=O)C(C)(C)C)cnc23)cc1
    2.0%	nt
CCNC(=O)NC(=O)C(C)Oc1ccc(Br)cc1Br (configuration not stated)
    1.9%	4
COC(=O)c1cc(Br)c(=O)n(CCN2CCCCC2)c1
    -4.7%	8
CCn1nnnc1NC(=O)c1cc(Cl)c(OC)c(Cl)c1
    -1.6%	-5
Cc1cnc(C(=O)Nc2ccccc2F)cn1
    -0.9%	nt
CCOC(=O)N1CCN(CC(O)COCc2ccccc2)CC1 (configuration not stated)
    -0.6%	17
Cc1ccc(S(=O)(=O)N2CCOCC2)c2nsnc12
    2.1%	nt
CSc1ccc2[nH]c(=O)cc(C)c2c1
    2.9%	13
O=C(/C=C/c1ccc(N2CCCCC2)c([N+](=O)[O-])c1)c1ccc(S(=O)(=O)N2CCCC2)cc1
    -11%	11
CCOC(=O)N1CCN(C(=O)CN(C)S(=O)(=O)c2ccc(OC)c(OC)c2)CC1
    2.9%	nt
COCC(C)n1c(SCc2nc(N)nc(Nc3ccccc3C)n2)nc2ccccc2c1=O (configuration not stated)
    3.3%	nt
N#CC1CC(c2ccccc2)Nc2cc(Cl)ccc2N1 (configuration not stated)
    6.8%	3
Nc1ccc(C(=O)Nc2ccc3nc(-c4ccncc4)[nH]c3c2)cc1
    0.3%	8

Filtered by structure: those above with a nitro group on carbon (8)
Values run as follows: GlmU inhibition	Mtb RmlCD inh
COc1ccc(/C=C/C(=O)Oc2cc(C)[nH]c(=O)c2[N+](=O)[O-])cc1OC
    -0.4%	-11
O=C(Nc1nc2ccccc2[nH]1)c1ccccc1[N+](=O)[O-]
    -6.5%	-6
O=C(NCC1CCCO1)c1cc([N+](=O)[O-])ccc1Cl (configuration not stated)
    -5.2%	2
CCCCN(CCCC)CC(O)CN(c1cc([N+](=O)[O-])ccc1OC)S(=O)(=O)c1ccccc1 (configuration not stated)
    -3.4%	0
CC1CCCC/C1=N/Nc1ccc([N+](=O)[O-])cc1[N+](=O)[O-] (configuration not stated)
    0.5%	7
Cc1cc(/C=N/Nc2ccc([N+](=O)[O-])cn2)c(C)n1-c1cccc(C(=O)O)c1
    9.1%	-16
O=C(Cc1ccccc1[N+](=O)[O-])NCc1ccc2c(c1)OCO2
    14%*	9
O=C(/C=C/c1ccc(N2CCCCC2)c([N+](=O)[O-])c1)c1ccc(S(=O)(=O)N2CCCC2)cc1
    -11%	11

Next part:
Values run as follows: GlmU inhibition	Mtb RmlCD inh
O=C(NC1CCCc2ccccc21)C1CCN(S(=O)(=O)c2cccc3nonc23)CC1 (configuration not stated)
    -3.1%	5
CCOC(=O)CN1C(=O)N[C@@H](c2cccc(C(F)(F)F)c2)[C@H](C(C)=O)[C@H]1C
    -4.4%	nt
CCN(CC)C(=O)CSc1nc2c(c(-c3cccnc3)c1C#N)CCCC2
    0.6%	-2
CCOc1ccc(N(CC)S(=O)(=O)c2ccc3c(c2)oc(=O)n3C)cc1
    -4.2%	?
